# ELG1 genotox: genotoxicity induction in ELG1-luciferase HEK293T cells | HEK293T ELG1-luciferase reporter, luminescence, 16 h | Potency, µM (titrated, usually from 46 µM), without a hit: at the top dose activity change, positive = activation, actives largely listed as activators | 1.3% of 330,000 active | AID 504466; further: potency means the concentration at half of the fitted maximal effect; % of control where 0% means no effect; nearly all actives have a fitted effect of over 60% in size
#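 Screening used a luciferase reporter fused to human ELG1 in HEK293T cells. Luminescence was read on a CCD plate imager after 16 hr exposure and 30 min ONE-Glo incubation.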
# Tb PFK block: T. brucei PFK enzyme inhibition; O15648; T. brucei PFK, ADP-Glo luminescence; Potency, µM (highest dose often 57.5 µM), without a hit: at the highest dose activity, negative = inhibition, hits mostly inhibitors; 0.17% of 330,000 active; AID 485367;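 further: potency means the concentration at half of the fitted maximal effect; 0% = uninhibited 1x PFK enzyme wells and -100% = no-enzyme wells; nearly all actives have a fitted effect of over 60% in size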
# Target sequence (O15648 whole entry, looked up): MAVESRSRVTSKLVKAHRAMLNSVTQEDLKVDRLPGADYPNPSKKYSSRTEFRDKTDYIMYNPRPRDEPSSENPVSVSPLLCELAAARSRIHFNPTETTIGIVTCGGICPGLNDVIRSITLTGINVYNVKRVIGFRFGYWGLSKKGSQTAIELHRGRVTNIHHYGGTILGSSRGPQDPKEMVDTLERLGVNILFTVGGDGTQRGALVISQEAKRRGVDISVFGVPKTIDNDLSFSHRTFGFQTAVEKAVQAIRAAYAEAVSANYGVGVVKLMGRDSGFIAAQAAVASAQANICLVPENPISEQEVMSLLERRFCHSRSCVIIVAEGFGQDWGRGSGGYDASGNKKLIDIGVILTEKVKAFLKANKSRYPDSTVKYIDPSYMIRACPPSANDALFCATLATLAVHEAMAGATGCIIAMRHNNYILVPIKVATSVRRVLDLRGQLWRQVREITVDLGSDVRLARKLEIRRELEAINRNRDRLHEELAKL
#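 1.25 nM PFK with 0.5 mM F6P and 0.1 mM ATP in 0.1 M TEA pH 8.0, 5 mM MgCl2, incubated 45 min at room temperature; ADP measured by ADP-Glo luminescence; compounds titrated up to 57 uM.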
# RORgamma inh: blocks mouse ROR gamma transcriptional activity; P51450; Drosophila S2 Gal4-RORgamma UAS-luciferase reporter, 20 h; Potency, µM (top dose mostly 53.6 µM), for inactives: at the top dose activity change, negative = inhibition, actives largely listed as inhibitors; 5.4% of 310,000 active; further: potency means the concentration at half of the fitted maximal effect; on the % scale 0 is the no-effect control and ±100 the full control effect; nearly all actives have a fitted effect of over 60% in size
#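 Read-out: Photinus luciferase luminescence; inhibitors lower reporter signal. Insect Schneider cells with Gal4-ROR gamma fusion under metallothionein promoter, UAS reporter; 700 uM final copper sulfate induction, 20 hr, ambient temperature.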
# p53 reactivator: restores transcriptional activity of mutant p53; H1299 p53-A138V BP100-luciferase reporter, luminescence, 24 h; Potency, µM (top dose mostly 92.2 µM), inactives show at the highest dose activity change, positive = activation, most hits filed as activators; 0.063% of 320,000 active; AID 504706; further: potency means the concentration at half of the fitted maximal effect; % of control where 0% means no effect; nearly all actives have a fitted effect of over 45% in size
#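 p53-null H1299 cells stably carrying temperature-sensitive p53-A138V and a BP100-luciferase reporter were pinned with compounds (4-point, 1:5 series) and held 24 hrs at 37 deg C. Luminescence was read 10 min after detection reagent.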
# Gal4-VP16 FLuc: counter-screen for ROR gamma inhibitors: Gal4-VP16 reporter | Drosophila S2 Gal4-VP16 UAS-luciferase, luminescence, 20 h | Potency, µM (series often up to 53.6 µM), for inactives: at the highest dose activity, negative = inhibition, most hits filed as inhibitors | 3.5% of 310,000 active | AID 2546;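 further: Gal4-VP16 expression switched on by copper sulfate through the metallothionein promoter; potency means the concentration at half of the fitted maximal effect; on the % scale 0 is the no-effect control and ±100 the full control effect; nearly all actives have a fitted effect of over 50% in size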
# Rab9 prom act: Rab9 promoter activation; Huh7 Rab9 promoter-luciferase reporter, luminescence, 24 h; Potency, µM (series often up to 9.22 µM), without a hit: at the top dose activation, negative = inhibition, actives largely listed as activators; 2.8% of 320,000 active; AID 485297; further: potency means the concentration at half of the fitted maximal effect; % of control where 0% means no effect; nearly all actives have a fitted effect of over 60% in size
#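 Stable Rab9-luc Huh7, 1500 cells/well, 2 h settle; cmpd in DMSO, 24 h, 37 °C/5% CO2; luciferase reagent 10 min RT; luminescence.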
# BRCA1 expr act: activators of BRCA1 expression; MCF7-BRCA1-FFLuc reporter, luminescence, 48 h; response scale: scaled: vehicle 0%, 10 µM genistein 100%; AID 624202; 1.1% of 380,000 active; Potency, µM (titrated, usually from 46.1 µM), inactives show top-dose activation, actives largely listed as activators; further: potency means the concentration at half of the fitted maximal effect; nearly all actives have a fitted effect of over 80% in size; some results filed as inactive show a strong effect at the top dose
#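 Cells: MCF7-BRCA1-FFLuc, 2000/well. Exposure: 48 h, 37 °C, 5% CO2. Read: luminescence, 15 min post-substrate. Controls: genistein 10 microM (maximal activation), DMSO (neutral).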
# FLuc modulator: counter-screen for miR-21 project: firefly luciferase inhibitors or activators | P08659 | purified FLuc, Km substrates, luminescence inhibition | Potency, µM (doses to about 57.5 µM), for the others: at the highest dose activity change, negative = inhibition, usual class: inhibitors | 6.9% of 360,000 active | AID 588342;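 further: potency means the concentration at half of the fitted maximal effect; plate controls were vehicle for no effect and reference inhibitor for full effect; nearly all actives have a fitted effect of over 55% in size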
# Target sequence (P08659 whole entry, looked up): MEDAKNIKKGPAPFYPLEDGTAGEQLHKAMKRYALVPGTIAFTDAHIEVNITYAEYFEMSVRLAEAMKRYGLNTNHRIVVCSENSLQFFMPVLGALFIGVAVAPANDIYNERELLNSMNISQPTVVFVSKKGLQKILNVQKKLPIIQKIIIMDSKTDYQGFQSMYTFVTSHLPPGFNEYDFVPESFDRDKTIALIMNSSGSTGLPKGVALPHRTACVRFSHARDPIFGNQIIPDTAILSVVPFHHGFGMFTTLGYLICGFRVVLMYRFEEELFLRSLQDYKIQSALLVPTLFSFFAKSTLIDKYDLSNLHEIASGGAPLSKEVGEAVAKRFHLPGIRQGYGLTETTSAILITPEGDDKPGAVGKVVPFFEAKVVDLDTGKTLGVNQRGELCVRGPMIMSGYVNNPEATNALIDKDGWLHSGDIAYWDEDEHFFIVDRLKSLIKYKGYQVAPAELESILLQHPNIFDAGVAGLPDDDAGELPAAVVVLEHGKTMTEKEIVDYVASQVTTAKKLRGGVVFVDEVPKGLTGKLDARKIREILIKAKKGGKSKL
#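 Purified P. pyralis luciferase (10nM final) with 10uM D-luciferin and 10uM ATP (Km levels) in 50mM Tris acetate pH 7.5, 10mM Mg acetate, 0.01% Tween-20, 0.05% BSA; qHTS 6-point titration, ~60 µM downward; luminescence read.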
# ELG1 repair inh: blocks ELG1-dependent DNA repair in HEK293T cells | Potency, µM (series often up to 46.1 µM), inactives show at the highest dose activity change, negative = inhibition, actives largely listed as inhibitors | 2.3% of 330,000 active | HEK293T ELG1-luciferase reporter, luminescence, 16 h; DNA damage induced by 5-fluorouridine; further: potency means the concentration at half of the fitted maximal effect; on the % scale 0 is the no-effect control and ±100 the full control effect; nearly all actives have a fitted effect of over 55% in size
#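 DMSO vehicle served as the neutral condition. Each well held 2,000 cells given 5-fluorouridine plus compound; after 16 hr at 37 °C/5% CO2, ONE-Glo was added and luciferase measured 30 min later.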
# NPC1 promoter act: activates the NPC1 promoter | Huh7 NPC1 promoter luciferase reporter, 24 h | 2.4% of 320,000 active | Potency, µM (top dose mostly 9.22 µM), for inactives: at the top dose activation, actives largely listed as activators | AID 485313;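 further: potency means the concentration at half of the fitted maximal effect; % of control where 0% means no effect; nearly all actives have a fitted effect of over 60% in size; reporter is driven by a mutant NPC1 promoter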
#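 In 1536-well qHTS, Huh7 cells harboring an NPC1 promoter–luciferase construct received compound for 24 h; activation was quantified by luminescence following luciferase reagent addition.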
# TRPV1 ag: human TRPV1 agonism; AID 540275; 0.19% of 320,000 active; Q8NER1; TRPV1-expressing cells, Fluo-8 calcium influx, agonist mode; activation, % at 8.33 µM; in the data active means activation above about 80%; inconclusive means between about 30% and that limit; further: 0% is about no effect
#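 TRPV1-expressing cells were cultured overnight at 35.5C and loaded with Fluo-8 calcium dye for 40 to 90 min at room temperature. After a 10 s baseline, compound was added and calcium influx was read kinetically for 3 min (ex 480/em 520 nm).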
# Numbers without * were called inactive; ? = inconclusive; · = not tested or not shown; [ ] = another dose, or the depositor's remark. Unless noted, the call rests on the fitted dose curve; in most records, active means well fitted curve in the direction sought with a large enough effect; inconclusive means small, poorly fitted or top-dose-only effect, or another doubt; inactive means no such curve, though single readings can be large; an effect the other way counts as inactive or inconclusive.
SMILES,ELG1 genotox,Tb PFK block,RORgamma inh,p53 reactivator,Gal4-VP16 FLuc,Rab9 prom act,BRCA1 expr act,FLuc modulator,ELG1 repair inh,NPC1 promoter act,TRPV1 ag
O=C(CSc1ccc2nnc(-c3ccncc3)n2n1)NCc1ccco1,0%,-9%,?,-1%,-3%,5%,-20%,1%,-5%,9%,-4
CC1CCN(C2(O)C(=O)Nc3ccc(Cl)cc32)CC1 (stereo not given),-2%,-2%,23%[1.91 µM],0%,-13%,0%,-21%,2%,-13%,1%,2
Cc1ccc(C)c(NC(=O)C2CCCN(c3cnccn3)C2)c1 (stereo not given),-1%,0%,-30%,1%,8%,4%,-2%,1%,15%,4%,-3
Cc1c(N/C(=N/S(=O)(=O)c2ccc(Cl)cc2)c2ccccc2)c(=O)n(-c2ccccc2)n1C,0%,-3%,-2%,14%,2%,-1%,·,1%,1%,-2%,-1
COc1ccc(-n2cc(-c3ccccc3)c3c(N4CC(C)OC(C)C4)ncnc32)cc1 (stereo not given),-12%,13%,2%,-4%,-7%,2%,-96%[inhibitor],-14%,?,-3%,25
COCCCN1C(=O)c2ccc(C(=O)OCC(=O)NCCc3ccccc3)cc2C1=O,1%,-3%,13%,-3%,2%,-1%,0%,-4%,11%,0%,0
CCSc1nc2c(cnn2-c2ccc(C)cc2)c(=O)[nH]1,7%,1%,-2%,-3%,0%,-4%,1%,4%,?,0%,-3
Cc1ccc(N(Cc2ccccc2)C(=O)c2ccc(C)c(S(=O)(=O)N3CCOCC3)c2)cc1,-13%,-1%,·,-8%,·,-1%,-10%,-2%,?,-3%,8
CC1CCCN(C(=O)c2ccc(CNc3c(N4CCCCC4)c(=O)c3=O)cc2)C1 (stereo not given),7%,3%,26%,1%,-10%,2%,-1%,-2%,-2%,1%,0
O=C1NCC2=C1C(c1ccc(Br)cc1)Nc1ccccc1N2 (stereo not given),12%,-1%,20%,0%,-3%,-1%,-4%,?,?,-4%,·
CCOc1ccc(S(=O)(=O)N2CCN(Cc3ccc4c(c3)OCO4)CC2)cc1C,-3%,-5%,6%,-2%,-2%,1%,-19%,0%,-3%,0%,9
Cc1ccc2nc(-c3ccccc3)cc(C(=O)N3CCN(c4ccccc4O)CC3)c2c1,-28%,-2%,·,-2%,·,4%,-63%,13µM*,?,14%,3
S=C(Nc1ccc(Cl)cc1)c1nc2ccccc2s1,11%,-7%,0.32µM*,11%,1.4µM*,3.5µM*,29%,6.7µM*,?,4µM*,17
CN(C)/C=C/C(=O)c1ccc(S(=O)c2ccccc2)cc1 (stereo not given),2%,1%,20%,-2%,-10%,0%,6%,-4%,22%,-1%,-1
COc1ccccc1NC(=O)c1ccc2c(c1)nnn2C,3%,?,-10%,-1%,1%,-11%,-13%,-1%,-3%,0%,1
OCCC1CN(Cc2ccsc2)CCN1C1CCCC1 (stereo not given),1%,-11%,-10%,-1%,-9%,-6%,3%,1%,0%,-2%,2
COc1ccc(C(=O)NCCC2=CCCCC2)cc1OC1CCN(C(C)C)CC1,14%,-4%,31%,?,9%,-2%,37%,?,?,-2%,10
CC(C)C1C(C#N)=C(N)Oc2n[nH]c(-c3cccs3)c21 (stereo not given),-1%,1%,2%,-3%,0%,-10%,-17%,3%,-11%,-2%,-1
Cc1ccn2c(-c3n[nH]c(=S)n3C)c(C)nc2c1,0%,-5%,-35%,?,-7%,-2%,-6%,-2%,-6%,-4%,1
Cc1ccc(S(=O)(=O)N2CCN(c3ccccc3)CC2)cc1C(N)=O,-4%,-4%,8%,0%,0%,1%,-9%,1%,-22%,1%,-4
CC(=O)c1nc(N2C(=O)CC(Cc3ccc(C)cc3)C2=O)sc1C (stereo not given),2%,-2%,1%,-6%,-2%,2%,1%,-1%,-13%,0%,12
O=C(CCCc1nc2ccccc2s1)NC(c1ccccc1)c1ccccc1,0%,0%,-8%,-12%,-8%,2%,-27%,4%,-4%,-2%,?
C/C(=N/NC(=O)CC(=O)N/N=C(\C)c1ccc([N+](=O)[O-])cc1)c1ccc([N+](=O)[O-])cc1,1%,-8%,14%,0%,1%,-2%,-21%,-2%,2%,-11%,0
CC(=O)NC(Cc1ccccc1C)C(=O)NC1CCN(c2nnnn2-c2ccccc2)CC1 (stereo not given),-4%,-1%,18%,-2%,5%,-2%,-18%,-9%,-15%,-4%,-4

# Seven successive records already listed, for reference:
SMILES,ELG1 genotox,Tb PFK block,RORgamma inh,p53 reactivator,Gal4-VP16 FLuc,Rab9 prom act,BRCA1 expr act,FLuc modulator,ELG1 repair inh,NPC1 promoter act,TRPV1 ag
Cc1c(N/C(=N/S(=O)(=O)c2ccc(Cl)cc2)c2ccccc2)c(=O)n(-c2ccccc2)n1C,0%,-3%,-2%,14%,2%,-1%,·,1%,1%,-2%,-1
COc1ccc(-n2cc(-c3ccccc3)c3c(N4CC(C)OC(C)C4)ncnc32)cc1 (stereo not given),-12%,13%,2%,-4%,-7%,2%,-96%[inhibitor],-14%,?,-3%,25
COCCCN1C(=O)c2ccc(C(=O)OCC(=O)NCCc3ccccc3)cc2C1=O,1%,-3%,13%,-3%,2%,-1%,0%,-4%,11%,0%,0
CCSc1nc2c(cnn2-c2ccc(C)cc2)c(=O)[nH]1,7%,1%,-2%,-3%,0%,-4%,1%,4%,?,0%,-3
Cc1ccc(N(Cc2ccccc2)C(=O)c2ccc(C)c(S(=O)(=O)N3CCOCC3)c2)cc1,-13%,-1%,·,-8%,·,-1%,-10%,-2%,?,-3%,8
CC1CCCN(C(=O)c2ccc(CNc3c(N4CCCCC4)c(=O)c3=O)cc2)C1 (stereo not given),7%,3%,26%,1%,-10%,2%,-1%,-2%,-2%,1%,0
O=C1NCC2=C1C(c1ccc(Br)cc1)Nc1ccccc1N2 (stereo not given),12%,-1%,20%,0%,-3%,-1%,-4%,?,?,-4%,·

# Additional results follow.
SMILES,ELG1 genotox,Tb PFK block,RORgamma inh,p53 reactivator,Gal4-VP16 FLuc,Rab9 prom act,BRCA1 expr act,FLuc modulator,ELG1 repair inh,NPC1 promoter act,TRPV1 ag
O=C(c1ccc(-n2cnnn2)cc1)N1CCOCC1,-1%,-2%,8%[10 µM],-3%,-8%,1%,-2%,-5%,4%,9%,4
O=C(c1ccc(C(F)(F)F)cc1)C1CCCN(C(=O)CN2CCCC2=O)C1 (stereo not given),0%,4%,-3%,-2%,26%,1%,21%,1%,6%,-2%,-9
COc1ccc(N(CC(=O)NCCSCc2ccccc2C)S(=O)(=O)c2ccccc2)cc1,-25%,0%,-9%,24%,-18%,-3%,-65%,1%,?,-4%,4
Cc1nc(NC(=O)C23CCC(C)(C(=O)O2)C3(C)C)sc1C (stereo not given),0%,3%,1%,0%,-4%,0%,1%,3%,-10%,0%,1
COc1cc(OC)c(C(=O)N2CCN(c3ccccn3)CC2)cc1OC,0%,-1%,·,·,·,-2%,0%,1%,-2%,2%,3
CCOc1cc(/C=C2\COc3ccccc3C2=O)cc(Br)c1OCC(=O)N(C)C,-10%,5%,?,-22%,20µM*,3%,-91%[inhibitor],?,?,-16%,8
Cn1cc(/C=C2\SC(=S)N(N3CCOCC3)C2=O)c2ccccc21,6%,0%,-2%,2%,-9%,-6%,12%,-2%,?,-5%,0
NS(=O)(=O)c1ccccc1NC(=O)c1c(O)c2ccccc2[nH]c1=O,?,0%,-12%,?,-8%,0.45µM*,?,9.5µM*,?,0.56µM*,-4
Cc1cccc(-c2nc3ccccc3c(=O)n2NC(=O)c2cccs2)c1,1%,0%,-9%,-4%,6%,1%,-4%,0%,13%,0%,0
CCOc1ccccc1OCC(=O)Nc1c(C)n(C)n(-c2ccccc2)c1=O,1%,0%,·,1%,·,-3%,3%,4%,25%,-2%,-3
CC(/C=C/C=C/c1ccccc1)=N/NC(=O)C(O)c1ccccc1 (stereo not given),0%,-4%,-41%,0%,-10%,18%,34%,-9%,1%,-1%,3

# High-throughput results deposited in PubChem BioAssay by National Center for Advancing Translational Sciences (NCATS).
